pCIP destab: p/CIP-EGFP fusion destabilizers, primary screen, fluorescence, F442A cells; Q05BA5; 16 h; decrease of EGFP signal, % at 10 µM; 0.01% of 290,000 active; AID 1984, 2009;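 active means EGFP signal decrease of at least 30% at 10 µM or well 3 SD below plate mean, unless failing retest; inactive means the rest, including hits failing retest or dose response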; further: some compounds called inactive have numbers as strong as hits; many of its hits are not listed in these tables
Target sequence (Q05BA5 1-1403): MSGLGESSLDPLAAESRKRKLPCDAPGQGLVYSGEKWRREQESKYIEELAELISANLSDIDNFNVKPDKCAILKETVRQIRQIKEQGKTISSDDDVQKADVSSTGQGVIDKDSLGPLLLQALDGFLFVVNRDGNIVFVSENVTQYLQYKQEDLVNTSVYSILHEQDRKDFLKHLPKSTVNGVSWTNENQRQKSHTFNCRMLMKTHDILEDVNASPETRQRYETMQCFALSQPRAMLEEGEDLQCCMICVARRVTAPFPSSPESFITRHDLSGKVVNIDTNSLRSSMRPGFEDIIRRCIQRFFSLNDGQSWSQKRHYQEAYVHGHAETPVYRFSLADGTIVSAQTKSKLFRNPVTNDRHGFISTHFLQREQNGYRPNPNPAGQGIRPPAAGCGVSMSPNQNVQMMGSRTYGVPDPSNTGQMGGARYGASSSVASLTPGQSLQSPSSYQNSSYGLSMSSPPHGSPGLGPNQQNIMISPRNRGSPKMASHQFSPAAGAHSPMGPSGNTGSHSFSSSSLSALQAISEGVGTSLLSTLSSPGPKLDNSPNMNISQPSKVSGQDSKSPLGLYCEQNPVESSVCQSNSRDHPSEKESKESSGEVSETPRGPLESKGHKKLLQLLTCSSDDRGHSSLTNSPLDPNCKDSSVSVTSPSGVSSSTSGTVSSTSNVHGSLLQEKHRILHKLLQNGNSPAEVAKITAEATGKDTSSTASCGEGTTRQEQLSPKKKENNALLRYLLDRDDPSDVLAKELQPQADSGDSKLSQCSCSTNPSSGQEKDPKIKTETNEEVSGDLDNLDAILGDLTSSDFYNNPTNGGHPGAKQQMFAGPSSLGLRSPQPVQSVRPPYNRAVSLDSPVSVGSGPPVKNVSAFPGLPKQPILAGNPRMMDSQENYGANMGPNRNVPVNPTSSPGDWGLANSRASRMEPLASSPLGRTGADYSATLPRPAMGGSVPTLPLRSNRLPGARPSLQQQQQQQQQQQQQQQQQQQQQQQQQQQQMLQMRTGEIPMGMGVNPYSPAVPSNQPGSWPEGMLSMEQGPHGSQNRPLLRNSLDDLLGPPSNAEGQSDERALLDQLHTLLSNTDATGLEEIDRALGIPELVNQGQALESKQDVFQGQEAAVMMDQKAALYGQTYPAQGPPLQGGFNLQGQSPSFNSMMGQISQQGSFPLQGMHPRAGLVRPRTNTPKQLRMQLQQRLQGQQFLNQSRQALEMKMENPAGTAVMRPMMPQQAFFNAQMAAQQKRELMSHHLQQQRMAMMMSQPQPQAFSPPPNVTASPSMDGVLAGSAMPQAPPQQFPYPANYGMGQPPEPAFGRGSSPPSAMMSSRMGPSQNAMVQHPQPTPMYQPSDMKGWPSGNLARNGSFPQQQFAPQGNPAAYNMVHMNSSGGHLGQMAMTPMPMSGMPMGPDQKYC
IDE inh: human IDE inhibitors in live cells, primary screen, fluorescence polarization, HEK cells, FAbetaB substrate | FAbetaB cleavage | inhibition, % at 5.59 µM | 0.41% of 320,000 active;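 active means percent inhibition above the average of all tested compounds plus 3 SD, set per screening campaign, cut at about 16% in these data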;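 further: IDE supplied by intact live HEK cells; FP after avidin binding of uncleaved biotin substrate so inhibition keeps polarization high; 0% = DMSO wells and 100% = 60 µM reference IDE inhibitor Ii1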
HCV NS3 hel inh: inhibitors of HCV NS3 helicase, primary screen, biochemical, Cy5 molecular beacon fluorescence; NS3 helicase DNA unwinding; inhibition, % at 10.9 µM; 0.56% of 290,000 active; AID 1800, 2009;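 active means inhibition above the mean of all tested compounds plus 3 SD, set per campaign, cut at about 35% in these data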;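 further: 0% = DMSO wells and 100% = thioflavine S control wells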
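Compound dosing – single dose, 10.9 µM nominal final, DMSO 0.8% final · System – NS3 helicase fragment of HCV · Buffer or medium – MOPS pH 6.5, MgCl2, DTT, Tween20, BSA · Signal – Cy5 beacon fluorescence read at start and 1 h · Also added – annealed dual-labelled DNA beacon duplex, ATP-started · Schedule – 1 h at 25 °C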
UBC9 SUMO inh: inhibitors of in vitro SUMOylation cascade, primary screen, biochemical, HTRF, uHTS; AID 2006, 2009; HTRF SUMOylation assay, SAE1/SAE2 + UBC9; 0.36% of 290,000 active; inhibition, % at 35 µM; SUMO-conjugating enzyme UBC9 (Homo sapiens), P63279; in the data active means inhibition above about 50%, passing the limit was not always enough; further: strong numbers were not always called active
FID counter: compounds displacing fluorescent DNA intercalator, primary screen, artefact control for HCV NS3 helicase inhibitor project, biochemical, FID fluorescence. 0.17% of 290,000 active. DNA fluorescent intercalator displacement. inhibition, % at 7.9 µM. AID 1845, 2009; in the data active means inhibition above about 37%;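 further: 0% = vehicle and 100% = reference compound; higher means more ethidium bromide displaced from hairpin DNA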
IMP-1 inh: IMP-1 metallo-beta-lactamase inhibitors, primary screen, biochemical, epi-absorbance readout, Pseudomonas aeruginosa enzyme | metallo-beta-lactamase IMP-1 (Pseudomonas aeruginosa) | purified IMP-1, nitrocefin hydrolysis, epi-absorbance fluorescence | inhibition, % at 5.6 µM | 0.45% of 290,000 active;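 active means inhibition above the mean plus 3 SD of all compounds in the same screening run, cut at about 4.5% in these data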;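 further: 0% = IMP-1 with DMSO and 100% = DMSO wells lacking enzyme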
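System: purified IMP-1 / Input: IMP-1 dispensed at 0.2 nM / Medium: 50 mM HEPES pH 7.1, 50 µM ZnSO4, 0.05% Brij 35 / Timing: 15 min enzyme–compound preincubation, then 25 min nitrocefin reaction, 25 °C / Technique: plate fluorescence quenching by hydrolysis product, ex 480/em 530 nm / Repeats: singlicate testing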
VIM-2 inhibitor: VIM-2 metallo-beta-lactamase inhibitors, primary screen, biochemical, epi-absorbance readout, Pseudomonas aeruginosa enzyme | purified VIM-2, nitrocefin hydrolysis, epi-absorbance fluorescence | inhibition, % at 5.6 µM | 0.89% of 290,000 active | AID 1527, 2009;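 active means inhibition above the mean of all tested compounds plus 3 SD, cutoff set per screening run, cut at about 7.5% in these data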;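 further: red hydrolysis product quenches plate fluorescence so inhibitors raise well fluorescence; 0% = enzyme with DMSO and 100% = DMSO without enzyme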
IDE cell activ: human IDE activators in live cells, primary screen, fluorescence polarization, HEK cells, FAbeta-B substrate. AID 493087, 2011. Insulin-degrading enzyme (Homo sapiens), P14735. 0.073% of 340,000 active. FAbeta-B cleavage; 0% vehicle, 100% cell-free pure enzyme wells. activation, % at 5.96 µM;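 active means activation above the mean of all tested compounds plus 3 SD, set per screening campaign, cut at about 17% in these data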
PfM18AAP inh: PfM18AAP inhibitors, malaria aminopeptidase, primary screen, biochemical, QFRET, recombinant enzyme; AID 1822, 2009; 1.2% of 290,000 active; H-Glu-NHMec fluorogenic cleavage; M18 aspartyl aminopeptidase (Plasmodium falciparum 3D7); inhibition, % at 7.35 µM;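 active means inhibition above the campaign mean inhibition over all tested compounds plus 3 SD, cut at about 28% in these data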;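 further: 0% = plate median of test compound wells and 100% = 2 mM ZnCl2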
Active calls of the source: *; . = not tested or not shown.

SMILES | pCIP destab | IDE inh | HCV NS3 hel inh | UBC9 SUMO inh | FID counter | IMP-1 inh | VIM-2 inhibitor | IDE cell activ | PfM18AAP inh
O=c1[nH]c(=O)n(Cc2ccccc2)c2nc(-c3ccc(Oc4ccc(F)cc4)c([N+](=O)[O-])c3)n(CCO)c12 | 0 | 7 | -12 | -25 | -23 | -2.3 | -1.5 | -5 | 9
CC(C)c1c(O)nc(SCCC(=O)O)[nH]c1=O | -13 | 11 | 10 | 11 | 4 | -0.4 | 0.3 | 6 | 9
COc1ccccc1CNc1ncccc1[N+](=O)[O-] | -3 | 5 | -8 | 3 | -1 | -2.2 | -2.8 | 4 | -2
Cc1ccccc1C(=O)NC(=S)NCc1cccnc1 | -3 | 5 | -3 | 15 | 0 | -1.3 | -0.3 | 2 | -7
O=C(O)c1ccc(N2CCCCS2(=O)=O)cc1 | -2 | -4 | 2 | -10 | 6 | -3.6 | -2.1 | 0 | 2
O=Cc1c(Sc2ccccn2)nc2ccccn2c1=O | -1 | -1 | 2 | 15 | 1 | -0.8 | -2.2 | 4 | 2
O=C(CN1C(=O)c2ccccc2C1=O)Nc1cccc([N+](=O)[O-])c1 | 0 | -6 | -5 | 5 | 6 | -4.9 | -0.7 | 4 | -4
N=c1n(Cc2ccccc2Cl)c2ccccc2n1CC(O)c1ccco1 (stereo unspecified) | -12 | 2 | -28 | 14 | 10 | -2.7 | -0.5 | 7 | -11
COC(=O)Cc1ccc(NC(=S)N2CCN(C(=O)C3CCCO3)CC2)cc1 (stereo unspecified) | -32 | 4 | -4 | -4 | -13 | -1.3 | -0.1 | 1 | 0
N#CC1=C(N)Oc2c(ccc3cccnc23)C1c1ccncc1 (stereo unspecified) | -9 | 0 | 3 | 28 | -12 | -1.2 | 0.2 | . | 4
O=C(NCCc1ccccc1)C(=O)c1cn(CC(=O)N2CCCC2)c2ccccc12 | 4 | 5 | -16 | 10 | -34 | -4.1 | -2.3 | 6 | -1
O=C(O)C1C2CCC(C2)C1C(=O)Nc1nc2ccccc2s1 (stereo unspecified) | -6 | -8 | -1 | 26 | 1 | -1.1 | -2.5 | 2 | 7
O=C(NC(O)C(=O)c1ccc(F)cc1)c1ccc(F)cc1 (stereo unspecified) | -3 | 1 | 3 | 5 | -1 | -0.6 | 0.8 | 1 | -6
Cc1ccc(S(=O)(=O)N2CCN(CCNC(=O)C(=O)NCc3ccccc3)CC2)cc1 | -6 | -3 | -12 | 10 | -32 | -0.7 | -3.0 | 3 | 0
Cc1oc(C(N)=O)cc1COc1ccc(C(N)=O)cc1 | -2 | 7 | 4 | 11 | -3 | -0.7 | -0.8 | 3 | -4
O=C(Cc1cccs1)Nc1ccccn1 | -11 | 3 | -5 | 30 | 0 | -1.8 | -2.5 | 5 | -1
Cc1nnc(SCC(=O)NC2CCCC2)s1 | -18 | 5 | 10 | 19 | -5 | 0.0 | 0.9 | 3 | 6
Cc1cc2c(c(SCC(N)=O)n1)C(=O)OC2 | 0 | 4 | -3 | 2 | -6 | -3.7 | -4.9 | 2 | -4
O=C(CCS(=O)(=O)c1ccccc1)NC12CC3CC(CC(C3)C1)C2 | 0 | -8 | 4 | 2 | -10 | -1.3 | -1.5 | 0 | 1
CC1(C)Cc2c(c(N3CCOCC3)nc3snc(Br)c23)CO1 | -10 | -3 | 4 | 20 | -1 | -1.0 | -2.3 | -1 | -9

Part of the list above in order of number of heavy atoms, falling:
SMILES | pCIP destab | IDE inh | HCV NS3 hel inh | UBC9 SUMO inh | FID counter | IMP-1 inh | VIM-2 inhibitor | IDE cell activ | PfM18AAP inh
Cc1ccc(S(=O)(=O)N2CCN(CCNC(=O)C(=O)NCc3ccccc3)CC2)cc1 | -6 | -3 | -12 | 10 | -32 | -0.7 | -3.0 | 3 | 0
O=C(CCS(=O)(=O)c1ccccc1)NC12CC3CC(CC(C3)C1)C2 | 0 | -8 | 4 | 2 | -10 | -1.3 | -1.5 | 0 | 1
CC1(C)Cc2c(c(N3CCOCC3)nc3snc(Br)c23)CO1 | -10 | -3 | 4 | 20 | -1 | -1.0 | -2.3 | -1 | -9
Cc1nnc(SCC(=O)NC2CCCC2)s1 | -18 | 5 | 10 | 19 | -5 | 0.0 | 0.9 | 3 | 6

Next section.
SMILES | pCIP destab | IDE inh | HCV NS3 hel inh | UBC9 SUMO inh | FID counter | IMP-1 inh | VIM-2 inhibitor | IDE cell activ | PfM18AAP inh
CCOc1ccc(Br)cc1S(=O)(=O)N1CCCN(C)CC1 | -5 | 0 | 3 | 4 | 6 | -3.0 | -1.4 | 6 | 3
COc1ccc(CN2CCN(Cc3cn(C)nc3-c3ccccc3)CC2CCO)c(C)c1C (stereo unspecified) | -13 | -4 | -9 | -5 | 0 | -3.7 | -3.4 | 8 | 2
CC1CC(=O)N(c2ccc(NCCc3ccccc3)c([N+](=O)[O-])c2)C1=O (stereo unspecified) | -2 | 1 | -9 | -10 | 2 | -2.0 | -1.6 | 8 | -6
CCOC(=O)c1ccc(NC2=CC(=O)CC(c3ccco3)C2)cc1 (stereo unspecified) | 21 | -2 | 20 | 16 | -22 | -2.6 | -2.5 | 9 | 11
Cc1ccc(NC(CC(=O)c2ccccc2)c2ccc(F)cc2)cc1 (stereo unspecified) | -12 | -4 | -5 | 8 | 5 | -0.3 | -2.4 | -2 | -9
Cc1ccc(S(=O)(=O)/N=C(\N)Nc2nc(C)c3cc(C)c(C)cc3n2)cc1 | -3 | 0 | -8 | -1 | -3 | -0.5 | -1.1 | -1 | -12
O=C(CSc1ncccn1)N/N=C/c1ccc(OC2CSC2)cc1 | -10 | 3 | -7 | 18 | -14 | -3.7 | -5.8 | -4 | 6
Cc1cccc(C(=O)Nc2nnc(SCC(=O)Nc3ccc4c(c3)oc3ccccc34)s2)c1 | 7 | 3 | -19 | -14 | -1 | 0.0 | -2.4 | -4 | -4
COc1cc(CNC2CCC(C)C2)cc(OC)c1 (stereo unspecified) | 3 | -1 | -5 | -17 | 9 | -0.7 | 1.2 | 5 | -11
Cc1c(Cl)cccc1NC(=S)NCc1ccco1 | 5 | 6 | 2 | 5 | -3 | -1.4 | -1.2 | 6 | 0

Arranged by value in HCV NS3 hel inh (highest first): 3 from the list above.
| smiles | HCV NS3 hel inh |
| --- | --- |
| CCOc1ccc(Br)cc1S(=O)(=O)N1CCCN(C)CC1 | 3 |
| Cc1c(Cl)cccc1NC(=S)NCc1ccco1 | 2 |
| Cc1ccc(S(=O)(=O)/N=C(\N)Nc2nc(C)c3cc(C)c(C)cc3n2)cc1 | -8 |

Following part.
SMILES | pCIP destab | IDE inh | HCV NS3 hel inh | UBC9 SUMO inh | FID counter | IMP-1 inh | VIM-2 inhibitor | IDE cell activ | PfM18AAP inh
CCN(CC)C(=O)CSc1nnc(-c2ccncc2)n1N | 3 | -1 | -11 | 1 | 2 | 0.2 | 0.1 | 9 | 1
CC1CN(C)C(c2ccccc2)C(C)C12NC(=O)NC2=O (stereo unspecified) | -4 | -1 | -2 | -12 | 3 | -1.1 | -1.2 | 5 | 2
C#CCOC(=O)Nc1ccc(=O)n(Cc2c(Cl)cccc2Cl)c1 | -43 | -5 | 9 | 48 | -9 | -3.9 | -10.0 | -2 | 4
COc1cc(CN2CCC(C(=O)NC3CCCC3)CC2)ccc1O | 1 | 2 | -3 | 11 | 5 | -2.6 | -0.2 | 1 | 7
O=C(Cn1c(=O)oc2cc(S(=O)(=O)N3CCCC3)ccc21)N1CCc2ccccc2C1 | -6 | 2 | 5 | 20 | -17 | -5.2 | -3.0 | 4 | 2
Cc1ccccc1-c1noc(CCC(=O)NCCc2ccccc2)n1 | -2 | -2 | -2 | -8 | -27 | -0.6 | -1.2 | -4 | -4
COc1ccc(N(CC(=O)Nc2c(C)n(C)n(-c3ccccc3)c2=O)S(=O)(=O)c2ccccc2)cc1OC | 4 | -3 | 11 | 5 | -20 | -0.6 | -2.6 | 1 | 1
O=C(N/N=C/c1sc(N2CCCCC2)nc1-c1cccs1)c1cccnc1 | -81 | -3 | 3 | -9 | -26 | -1.9 | -1.1 | -5 | -10
COc1ccc(OC)c(NC2c3ccccc3C(=O)N2c2cccnc2)c1 (stereo unspecified) | -13 | 3 | -7 | 2 | -11 | 3.9 | -0.6 | -5 | 0
COC(=O)c1ccccc1NS(=O)(=O)c1c(C)noc1C | 7 | -5 | 13 | 3 | -6 | -0.8 | -1.2 | 0 | -8
Cc1cc(C)c(S(=O)(=O)NCCn2c(C)cc3ccccc32)c(C)c1 | -1 | -1 | 14 | -47 | -26 | -2.8 | -3.5 | 5 | 4
CC(C)Oc1ccc(C(=O)Nc2ccccc2N2CCOCC2)cc1 | -4 | 0 | -9 | 6 | -19 | -1.8 | 2.2 | 3 | 4
O=C(Nc1cccc(S(=O)(=O)N2CCCCC2)c1)c1ccc(OCC2CCCO2)cc1 (stereo unspecified) | -7 | 1 | -6 | -10 | -23 | -1.8 | -1.1 | 1 | -10
Cc1ccc(NC(=O)c2cc3c(CO)cnc(C)c3oc2=Nc2cccc(C(N)=O)c2)cc1 | -1 | 8 | -7 | -13 | -7 | -1.9 | -1.0 | 4 | -4
Oc1ccc(N=Nc2nccs2)c(O)c1 | 0 | -7 | 2 | 5 | -7 | -8.2 | -5.4 | -1 | 16
COc1ccccc1CNC(=O)C1CCN(S(=O)(=O)N2CC(C)CC(C)C2)CC1 (stereo unspecified) | 8 | -1 | 7 | -28 | -27 | -2.4 | -1.9 | 0 | 1
CCCCNC(=O)c1cc2nc(-c3ccccc3)cc(C(F)(F)F)n2n1 | -25 | 3 | -1 | 24 | -29 | 1.9 | 0.1 | 3 | 1
O=C(NCC1CCCO1)C(C(=O)c1ccccc1)n1ccccc1=O (stereo unspecified) | -5 | 3 | 11 | 10 | 1 | -1.0 | 0.8 | 1 | 6
Clc1ccc(Nc2nc(-c3cccnc3)cs2)cc1 | -8 | 4 | -1 | 17 | -5 | -2.7 | 0.7 | 2 | 4

High-throughput results deposited in PubChem by several laboratories.
